# BaF3 tox = reduces parental Ba/F3 cell viability, JAK2V617F counter-screen; CellTiter-Glo ATP luminescence; inhibition, % at 5.6 µM; hit rate 1.1% among 220,000; AID 1486;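 active = inhibition above a per-campaign cutoff, the mean inhibition of all tested compounds plus 3 SD, cut at about 27% in these data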;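 note: 0% = DMSO wells and 100% = JAK Inhibitor I control wells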
# S1P4 antagonist = antagonists of human S1P4 receptor. S1P4-expressing cells, antagonist mode, reporter read-out. O95977. hit rate 0.26% among 220,000. inhibition, % at 4.98 µM. AID 1510; in the data active = inhibition above about 29%;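 note: 0% = wells stimulated with agonist and 100% = vehicle wells without agonist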
# Ba/F3 V617F tox = lowers viability of Ba/F3 cells expressing EpoR and JAK2V617F | ATP luminescence | inhibition, % at 5.6 µM | hit rate 1.1% among 220,000 | AID 1446;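 active = inhibition above the campaign mean plus 3 SD over all tested compounds, cut at about 24% in these data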;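 note: cytokine-independent growth of Ba/F3 cells driven by EpoR plus mutant JAK2; 0% = DMSO-treated cells and 100% = JAK inhibitor I control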
# S1P4 ag = activates the human S1P4 receptor; O95977; S1P4-expressing cell line, agonist reporter assay; activation, % at 4.98 µM; hit rate 0.35% among 220,000; in the data active = activation above about 11%;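 note: 0% = DMSO vehicle and 100% = reference agonist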
# TRPN1 ag = activates the zebrafish TRPN1 channel; HEK293 zebrafish TRPN1-YFP, Fluo-8 calcium fluorescence; 100% = response to 87 µM carbachol; activation, % at 3 µM; hit rate 0.18% among 220,000; AID 1424;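 active = activation above its plate's cutoff, the mean activation of test wells on that plate plus 3 SD, cut at about 19% in these data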;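 note: 0% = DMSO alone and 100% = 87 µM carbachol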
#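 Control set: carbachol 87 µM as high control, DMSO as low control; system: HEK293 stable line with zebrafish TRPN1-YFP; read-out: % activation versus carbachol response; detection: intracellular calcium fluorescence with Fluo-8; doses: single test compound dose, 3 µM nominal, 0.3% DMSO; schedule: dye 1 h 37 °C plus 30 min RT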
# m-calpain inh = inhibitors of pig calpain II; hit rate 0.37% among 220,000; inhibition, % at 16 µM; purified calpain II, fluorogenic peptide substrate, 30 min; AID 1236;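 active = inhibition above about 50%, limit read from the data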
# EP2 modulator = modulators of human EP2 prostaglandin E2 receptor | EP2-expressing cells, cAMP HTRF FRET, PGE2 co-stimulation | induction, % at 25 µM | hit rate 0.83% among 260,000;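 active = compounds whose cAMP rise, as percent of the full-agonist control response, exceeds 60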;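 note: rat C6 glioma line stably carrying human EP2 under a CMV promoter; the protocol text gives 20 µM as final concentration; 100% = response of wells given 1 µM PGE2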
# Target sequence (P43116 whole entry, looked up): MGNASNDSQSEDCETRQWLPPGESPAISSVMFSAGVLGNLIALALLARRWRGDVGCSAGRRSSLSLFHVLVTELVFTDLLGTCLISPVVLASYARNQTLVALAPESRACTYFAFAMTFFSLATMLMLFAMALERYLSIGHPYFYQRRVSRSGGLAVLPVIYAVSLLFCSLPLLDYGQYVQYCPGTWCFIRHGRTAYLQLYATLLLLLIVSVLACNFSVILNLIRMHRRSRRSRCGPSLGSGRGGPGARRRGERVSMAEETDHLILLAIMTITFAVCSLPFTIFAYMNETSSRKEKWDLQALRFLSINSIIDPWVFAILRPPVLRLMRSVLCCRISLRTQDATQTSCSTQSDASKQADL
# TRPML3 agonist = agonists of human TRPML3 channel. Q8TDD5. HEK293 TRPML3-YFP, Fluo-8 calcium fluorescence; 100% = the carbachol control signal. activation, % at 3 µM. hit rate 0.29% among 220,000. AID 1448;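 active = activation above its plate's cutoff, the mean activation of the plate's test wells plus 3 SD, cut at about 12% in these data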;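 note: 0% = DMSO only wells and 100% = carbachol wells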
# Target sequence (Q8TDD5 whole entry, looked up): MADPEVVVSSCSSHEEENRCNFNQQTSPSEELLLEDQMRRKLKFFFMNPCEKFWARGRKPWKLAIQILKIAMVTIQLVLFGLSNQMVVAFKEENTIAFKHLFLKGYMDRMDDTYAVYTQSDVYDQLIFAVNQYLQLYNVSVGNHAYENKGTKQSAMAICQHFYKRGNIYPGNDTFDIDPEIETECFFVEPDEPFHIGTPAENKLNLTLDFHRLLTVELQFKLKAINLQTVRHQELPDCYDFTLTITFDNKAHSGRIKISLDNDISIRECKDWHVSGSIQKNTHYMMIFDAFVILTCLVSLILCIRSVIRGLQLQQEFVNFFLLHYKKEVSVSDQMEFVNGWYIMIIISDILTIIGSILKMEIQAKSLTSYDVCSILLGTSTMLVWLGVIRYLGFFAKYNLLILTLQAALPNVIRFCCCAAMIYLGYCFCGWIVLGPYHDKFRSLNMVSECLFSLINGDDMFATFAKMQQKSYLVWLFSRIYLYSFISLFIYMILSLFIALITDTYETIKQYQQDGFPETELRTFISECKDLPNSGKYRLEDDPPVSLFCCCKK
#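 Test system: HEK293 cells stably carrying human TRPML3-YFP; Doses: single dose, 3 µM final nominal compound, 0.3% DMSO final; Schedule: dye loading 1 h 37 °C then 30 min ambient, 125 s read; Technique: Fluo-8 calcium fluorescence; Benchmarks: high control carbachol 87 µM, low control DMSO.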
# PERK inhibitor = human PERK inhibition, primary cell-based screen. Q9NZJ5. CHO PERK-DD fusion, SEAP luminescence translation reporter. inhibition, % at 5.6 µM. hit rate 0.17% among 220,000. AID 1416;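 active = inhibition above the mean inhibition of all tested compounds plus 3 SD, set separately per screening campaign, cut at about 2.9% in these data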;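 note: PERK kinase domain activated by AP20187 dimerizer at 100 nM; 0% = DMSO with dimerizer and 100% = rapamycin at 8.4 µM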
# * = called active by the depositor; i = inactive; & = joins results of further samples. This is a random part of the collection; overall some 3.6% were active at least once.
SMILES,BaF3 tox,S1P4 antagonist,Ba/F3 V617F tox,S1P4 ag,TRPN1 ag,m-calpain inh,EP2 modulator,TRPML3 agonist,PERK inhibitor
COC(=O)c1sc2nc3c(cc2c1N)COC(C)(C)C3,11,-4,2,1.2,0.0,-140,11,0.8,-0.6
C=CCN(CC=C)CC(=O)Nc1ccc(S(N)(=O)=O)cc1,-1,-5,-2,0.0,1.5,-7,-5,0.7,1.7
Cc1ccc(S(=O)(=O)Cc2ccc(C(=O)N3CCN(Cc4ccccc4)CC3)o2)cc1,3,2,-2,-0.3,-1.9,-17,1,0.1,0.1
Cc1cc(C)n2cc(CSc3nnnn3-c3ccc(Cl)cc3)nc2n1,8,-17,-4,-1.8,0.3,-12,-3,1.0,0.5
O=C(Nc1ccc(Cl)cc1)OC(CN1CCCCC1)C(F)(F)F (configuration not stated),2,4,-3,0.0,-0.4,-15,-17,0.3,0.4
CCC(=O)OCCn1c(Br)nc2c1c(=O)[nH]c(=O)n2C,2,-22,0,0.0,-0.2,-13,8&-6,0.8,-0.2
O=C(/C=C/c1ccc(Cl)cc1)c1cccnc1,3,20,-2,-0.3,0.4,15,9,0.5,1.3
O=C(O)c1cccc(NC(=S)N/N=C/c2cccnc2)c1,-2,-14,-3,1.1,0.8,-19,23,0.4,1.0
O=C(COc1ccccc1F)c1ccc(O)cc1O,1,-9,2,-0.3,-0.6,-13,32,0.5,0.6
CCOc1ccc(-c2[nH]nc3c2C(c2ccc(O)cc2)C(C#N)=C(N)O3)cc1 (configuration not stated),-4,-10,1,1.1,-0.4,7,-6,0.5,0.5
Cc1ccc(C(=O)CCNc2ccccc2)o1,0,-11,-5,2.3,0.9,-47,8,0.3,0.4
CCn1cc(C(=O)NCC(=O)OC)c2cc(OC)c(OC)cc2c1=O,2,10,-4,-0.1,0.4,0,-7,0.8,0.5
CCCc1c(C)nc2ccccc2c1SCCC#N,6,-22,-1,-0.7,-0.5,3,23,0.3,-0.8
O=C(Nc1cc(-c2nc3ccccc3s2)ccc1Cl)c1ccc2c(c1)OCO2,3,2,-1,2.8,0.4,-15,29,0.5,1.1
CCCCOc1nc2ccccc2nc1C(C#N)S(=O)(=O)c1ccccc1 (configuration not stated),-1,-17,-5,0.7,-0.7,-38,8,0.8,-0.1
CN(C)c1ccc(/C=N/NC(=O)c2ccccc2Cl)cc1,1,-2,2,2.2,-0.1,19,-46,-0.3,-0.3
O=C(O)c1[nH]c2ccccc2c1C=NCc1ccccc1Cl,8,2,2,0.3,1.0,-41,-35,-0.2,1.3
O=C(Nc1nc(-c2ccc3ccccc3c2)cs1)c1ccc(N2C(=O)CCC2=O)cc1,4,3,1,0.1,-1.2,-36,-16,0.8,0.6
O=S(=O)(Nc1ccncc1Cl)c1ccc2ccccc2c1,3,-11,5,-0.2,4.0,17,-24,1.1,0.3
COc1ccc(NC(C)=O)cc1NC(=O)CN1CCN(C2c3ccccc3-c3ccccc32)CC1,4,-10,3,0.1,-1.4,-135,29,0.6,-0.7
COc1ccc(-c2noc(COc3ccc4c(c3)OCO4)n2)cc1,0,-7,-2,2.6,-1.5,-40,-17,1.2,0.9
CC(C)Cc1cc(C(=O)N2CCCC(CCC(=O)N(C)CCc3ccccn3)C2)no1 (configuration not stated),2,-16,-2,-0.2,5.0,-14,36,1.4,0.1
Clc1ccc(OCc2cnc(Cl)s2)cc1,1,-13,-1,0.3,-0.4,7,28,-0.8,0.5
COc1ccc(OC)c(-c2csc(N(Cc3ccco3)C(=O)c3ccco3)n2)c1,7,0,3,0.3,-0.3,-44,28&37,0.1,0.3
O=C(CCCn1c(=O)[nH]c2ccsc2c1=O)N1CCN(c2ccccn2)CC1,6,7,4,-1.3,0.3,-8,-10,0.0,0.1

# New compounds follow
SMILES,BaF3 tox,S1P4 antagonist,Ba/F3 V617F tox,S1P4 ag,TRPN1 ag,m-calpain inh,EP2 modulator,TRPML3 agonist,PERK inhibitor
COc1ccc(Cl)cc1C(=O)Nc1ccccc1N1CCN(C(=O)C(C)C)CC1,6,4,3,0.0,3.1,-13,5&26,-0.2,-0.8
CCOC(=O)C1(CCCc2ccccc2)CCN(C(=O)C2=C(C)OCCO2)CC1,6,1,2,0.8,-0.5,-8,-31,0.2,0.7
Cc1ccc(NC(=O)CN(C)CC(=O)Nc2ccccc2C#N)cc1,3,-4,-1,0.1,0.6,-22,18,0.5,-0.8
CCOC(=O)c1cc2cc([N+](=O)[O-])ccc2oc1=O,1,25,1,0.3,1.4,32,15,0.1,0.6
COc1cc(NC(=O)Cc2ccc([N+](=O)[O-])cc2)c(C(=O)O)cc1OC,5,-22,1,0.0,0.3,13,16,0.5,-0.4
COc1ccc(Br)cc1CN(C)CC(=O)Nc1cc(Cl)ccc1Cl,3,-9,0,0.0,1.7,18,20,-0.1,0.0
O=C(c1ccc(COc2ccccc2Br)o1)N1CCCCCC1,10,-10,1,-2.1,-1.0,-28,42,-0.5,0.1
COC(=O)\C(C(C)=O)=C(/C=C/C=C/N(C)C)N(C)C,2,-17,3,2.4,0.4,-8,2,0.5,-0.6
CC(=O)Nc1ccc(NC(=O)C(F)(F)F)cc1,0,-21,-1,2.4,1.9,-17,30,0.9,0.7
COc1cc(C(=S)N2CCOCC2)ccc1OS(=O)(=O)c1ccccc1[N+](=O)[O-],3,-24,1,-0.2,0.1,-4,-16,0.8,-0.6
CC(NC(=S)Nc1ccccc1OC(F)F)C(C)(C)C (configuration not stated),5,-8,-2,2.4,0.9,-5,2,1.3,0.8
Cc1[nH]c2ccccc2c1C1=CN2CCS(=O)(=O)N=C2S1,2,-6,1,2.7,0.3,-30,-3,0.1,-0.4
O=C(Nc1ccccn1)NC(C(F)(F)F)C(F)(F)F,3,7,0,-0.1,1.4,-8,8,0.1,-0.4
Cc1ccc2nc3c(cc(C#N)c(=O)n3-c3nccs3)c(=O)n2c1,0,-40,-3,31*,0.2,i,-30,0.3,0.6
O=C(Nc1cccc2cccnc12)c1ccc(Br)o1,7,5,-2,0.6,-1.0,-13,69*,0.3,0.1
CN(C)c1cc(N)c2ccccc2n1 (tested in a mixture with another compound),6,2,3,-1.4,2.0,-6,2,0.6,1.3
COC(=O)[C@H](C)NC(=O)Nc1cccc(C)c1,5,1,3,-2.4,0.0,-21,24,-0.7,0.3
Cn1c(=O)c2c(ncn2Cc2nnc(N)s2)n(C)c1=O,8,-15,3,-1.1,-0.3,1,10,0.8,0.2
COc1ccc([N+](=O)[O-])cc1NC(=O)c1ccc(N2C(=O)CCC2=O)cc1,6,3,3,-0.3,1.6,7,11,0.6,0.1
O=C(Cc1ccc(Cl)cc1)N/N=C/c1cccs1,6,-11,1,-1.2,0.0,17,-5,0.1,-0.6
CC1CCCN(C(=O)CSc2cnc3ccccc3n2)C1 (configuration not stated),-1,-14,-3,2.6,-0.5,-16,68*,0.1,-1.8
COc1ccccc1NC(=O)NCCCN1CCN(c2cccc(Cl)c2)CC1,4,-4,4,-1.7,1.5,-41,-44,0.2,-0.9
CCCOc1ccccc1C1CC(=O)Nc2cc3c(cc21)OCCO3 (configuration not stated),77*,-15,77*,4.1,-0.4,-3,23,-0.8,-0.2
COc1ccc(-c2cc(C(F)(F)F)nc(-n3ccnc3C)n2)cc1,3,-12,4,0.9,0.1,-49,10,0.5,1.2
CCOc1c(O)ccc(/C=C2\SC(=S)NC2=O)c1[N+](=O)[O-],-1,6,0,-0.1,1.0,21,19,0.6,1.6

# (listing goes on)
SMILES,BaF3 tox,S1P4 antagonist,Ba/F3 V617F tox,S1P4 ag,TRPN1 ag,m-calpain inh,EP2 modulator,TRPML3 agonist,PERK inhibitor
Fc1ccc(-c2cc(C(F)(F)F)nc(-n3cccn3)n2)cc1,0,-6,1,-0.6,-1.0,-9,10,-0.3,-0.8
COc1ccc(CCN2C(=O)CC(N3CCN(c4ccccn4)CC3)C2=O)cc1OC (configuration not stated),5,9,0,-2.4,1.7,-26,0,-0.2,-0.5
CC(C)c1nc2c(c(=O)c3ccccc3n2C)c(=O)n1-c1ccc(F)cc1,6,-13,-1,-0.7,-0.7,1,10,0.3,-0.1
COc1ccc(CSc2nc(C)[nH]c2[N+](=O)[O-])cc1[N+](=O)[O-],7,-14,3,0.9,0.3,-1,2,1.2,-0.3
CCN1CCN(C(=O)Nc2ccccc2OC)CC1,6,-15,5,0.4,-0.1,29,10,0.2,0.5
S=C1N(c2ccccc2)CN(C2CCCCC2)CN1c1ccccc1,0,-9,-6,-2.1,1.2,17,14,0.2,2.1
COc1cccc(/C=N/NC(=O)c2ccc(CN3c4cccc5cccc(c45)S3(=O)=O)cc2)c1,0,-22,-3,-0.2,0.9,-92,-59,0.2,0.8
N#C/C(=C(/O)CCl)c1nnc2n1CCCCC2,1,-27,-1,1.2,0.5,23,24,0.0,1.3
Cc1ccc(-c2csc(/C(C#N)=C/Nc3ccc4c(c3)OCCO4)n2)cc1,3,-4,-4,1.9,0.8,-46,19,0.7,-0.1
COCCN(C(=O)c1ccccc1)c1nnc(-c2cccnc2)s1,0,-5,-3,-1.1,0.1,0,7,-0.1,-0.8
OC1(c2ccc(Cl)cc2)CCN(Cc2cn[nH]c2-c2ccccc2)CC1,-1,-26,13,2.5,1.5,-14,-14,0.0,-1.4
CCOC(=O)c1ccc(NC(=S)Nc2ccc(Cl)cn2)cc1,-1,-7,-3,0.8,0.6,0,24,0.6,0.8
Clc1ccc(CNCCC2=CCCCC2)cc1,2,-8,-2,-2.7,-1.1,22,47,0.3,-0.4
COc1ccccc1NC(=S)NC(=O)C(C)(C)C,3,-6,5,0.5,-1.1,21,-18,-1.2,0.7
COc1ccc(N2CCN(c3ncnc4c3cnn4-c3ccc(C)cc3C)CC2)cc1,-1,-28,-3,-1.7,-0.1,-6,6,0.7,0.8
N/C(=N\OC(=O)c1ccc(Cl)cc1Cl)c1cccnc1,1,-19,-3,1.4,-0.7,-1,-17,0.8,0.4
CC(C)C(NC(=O)c1ccc(C(C)(C)C)cc1)C(=O)Nc1cccc(S(N)(=O)=O)c1 (configuration not stated),5,-15,1,1.4,0.1,-14,14,-0.8,1.0
Cc1c(CN(C)C(=O)CSc2nc(-c3ccco3)cc(C(F)(F)F)n2)cnn1C,3,-3,3,0.7,0.5,27,-7,-0.3,-0.9
Cc1ccc(-c2cnc(NC(=O)c3cccc(Br)c3)s2)c(C)c1,0,-3,-5,2.4,-1.2,-11,-15,0.3,1.4
CCN(CC)S(=O)(=O)c1cccc(C(=O)NCCCn2ccnc2)c1,-1,-11,-3,0.0,1.3,-21,12,0.7,0.2
CCOc1c(Cl)cc(/C=N/NC(N)=S)cc1OC,8,-16,8,1.7,-0.7,32,-49,-0.8,-0.9
CN(C)S(=O)(=O)c1ccc2c(c1)nc(CCC(=O)NCc1ccc(Cl)cc1)n2C,11,6,4,0.5,0.6,51*,-16,0.9,1.1

# Filtered by structure, the entries above with two or more sulfur atoms (three)
SMILES,BaF3 tox,S1P4 antagonist,Ba/F3 V617F tox,S1P4 ag,TRPN1 ag,m-calpain inh,EP2 modulator,TRPML3 agonist,PERK inhibitor
COc1cc(C(=S)N2CCOCC2)ccc1OS(=O)(=O)c1ccccc1[N+](=O)[O-],3,-24,1,-0.2,0.1,-4,-16,0.8,-0.6
Cc1[nH]c2ccccc2c1C1=CN2CCS(=O)(=O)N=C2S1,2,-6,1,2.7,0.3,-30,-3,0.1,-0.4
CCOc1c(O)ccc(/C=C2\SC(=S)NC2=O)c1[N+](=O)[O-],-1,6,0,-0.1,1.0,21,19,0.6,1.6
